miR122 inh = miR-122 Renilla sensor signal increase in Huh7, primary screen, miR-122 inhibitor project, cell-based, single point, plate reader; activation (reporter increase), % at 12.5 µM; AID 602342, 2012; hit rate 0.3% among 340,000; Huh7 miR-122 Renilla luciferase sensor, 48 h; neutral wells = 0, positive control = 100;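 active means mean replicate activation score at least 90 and every replicate individually at or above 90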;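 further: higher luciferase means less miR-122 activity so hits act as miR-122 inhibitors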
EWS-Fli inh = EWS/Fli-driven NR0B1 reporter inhibitors, primary screen, A673 cells, NR0B1 luciferase, luminescence, MLPCN library; viability-normalised; inhibition, % at 12.6 µM; hit rate 0.67% among 350,000; AID 651661, 2012;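 active means mean inhibition of at least 50% after viability correction, with every replicate also passing that limit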;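 further: firefly luciferase signal divided by Alamar Blue viability fluorescence both relative to DMSO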
PGC1a acetyl inh = inhibitors of PGC1a acetylation signal, primary screen, cell-based, U2OS, AlphaScreen, inhibitor mode; AlphaScreen anti-acetyl-lysine; with virally co-expressed GCN5 acetyltransferase; inhibition, % at 15.6 µM; hit rate 0.17% among 350,000;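 active means every replicate shows inhibition of at least 40%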;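 further: 0% = neutral control wells and 100% = positive control wells; some results beyond the cut were filed as inactive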
Casp6 inh = human caspase-6 inhibitors, primary screen, biochemical, VEID-R110 fluorescence, single point, set 2; inhibition, % at 12.5 µM; hit rate 0.53% among 350,000; purified caspase-6, Z-VEID-R110 cleavage fluorescence; P55212;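 active means mean inhibition across replicates at least about 35%, with every replicate also reaching that limit, limit read from the data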;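 further: 0% = median of neutral control wells and 100% = no fluorescence left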
Target sequence (P55212 24-179 limits assumed): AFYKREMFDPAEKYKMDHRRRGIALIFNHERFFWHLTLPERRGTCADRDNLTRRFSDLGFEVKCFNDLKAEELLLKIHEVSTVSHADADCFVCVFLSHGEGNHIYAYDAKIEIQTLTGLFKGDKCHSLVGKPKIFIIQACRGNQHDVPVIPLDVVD
Target sequence (P55212 194-293 limits assumed): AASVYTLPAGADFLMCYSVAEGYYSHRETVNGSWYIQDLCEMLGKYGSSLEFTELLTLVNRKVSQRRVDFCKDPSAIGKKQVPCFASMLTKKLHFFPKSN
LGR2 antag = inhibitors of bursicon-induced LGR2 CRE-luciferase signal, primary screen, cell-based, HEK293, CRE-luciferase reporter, bursicon stimulation; bursicon-stimulated, 4 h; AID 720647, 2013; Drosophila bursicon receptor LGR2 (rickets); inhibition, % at 9.99 µM; hit rate 0.35% among 380,000;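 active means drop in luminescence signal, shown as inhibition above about 50% in the replicate tests, limit read from the data, passing the limit was not always enough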;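 further: agonist challenge used bursicon conditioned medium at about half maximal strength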
FN deposition inh = inhibitors of fibronectin matrix deposition, primary screen, AH1F cells, Alexa488-fibronectin fluorescence, plate reader; AH1F fibroblasts, overnight; inhibition, % at 12.6 µM; hit rate 0.086% among 350,000;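 active means mean inhibition across replicates of 30% or more, regardless of how many single replicates reach that level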;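 further: positive control wells lacked labelled fibronectin entirely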
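material = AH1F fibroblast monolayer depositing Alexa488-labelled fibronectin into matrix | amount = 10000 AH1F cells/well | buffer or medium = DMEM plus 2% serum, read in PBS | incubation = 1 h cell adhesion before compound, then overnight fibronectin incubation | detection = fluorescence at 485 nm excitation, 525 nm emission | evaluation = percent inhibition as loss of matrix-bound fibronectin fluorescence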
Cneo AK release = Cryptococcus neoformans cell lysis inducers, primary screen, AK release luminescence, single concentration; C. neoformans lysis, adenylate kinase release luminescence, 4 h; normalised: neutral wells 0, clomiphene wells 100; lysis activity, % at 15 µM; hit rate 0.2% among 360,000;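 active means mean lysis activity across replicates of at least 80%, whatever share of replicates individually reach that level; inactive means mean lysis activity below 80%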
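read-out = cell lysis signal | test system = log-phase Cryptococcus neoformans yeast cells | input = cells at 5 × 10^6 per mL | medium = fresh YPD growth medium | signal = luminescent adenylate kinase detection reagent | timing = 4 h at 37 °C static, read 1 h later | dosing = single dose | controls = Clomiphene as positive lysis control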
PAX8 reporter = inhibitors of PAX8-driven TPO luciferase reporter, primary screen, RMG-I cells, single concentration; SteadyGlo, 24 h; inhibition, % at 12.6 µM; hit rate 1.2% among 360,000;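 active means mean replicate inhibition at least 60% with every replicate also reaching 60%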;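 further: luciferase light reporting Pax8 driven TPO promoter activity; plate controls were median of neutral control wells for no effect and mitoxantrone controls for full effect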
* hit, by the source's call; . = not tested or not shown; [ ] = remark or other dose.

SMILES	miR122 inh	EWS-Fli inh	PGC1a acetyl inh	Casp6 inh	LGR2 antag	FN deposition inh	Cneo AK release	PAX8 reporter
CCOC(=O)C1=C(c2ccccc2)NC(=O)NC1c1ccsc1 (centres undefined)	5	14	-5	2	7	-4	1	8
COCc1ccc(CN2CCc3c([nH]c4ccccc34)C2C(C)(C)C)o1 (centres undefined)	.	12	-14	2	32	-12	.	18
O=C1NC(=O)N(C2CCCCC2)CC1Br (centres undefined)	-1	3	0	0	5	.	0	-1
C[C@@H]1CN([C@@H](C)CO)C(=O)c2cc(NC(=O)Nc3ccc4c(c3)OCO4)ccc2O[C@@H](C)CCCCO[C@H]1CN(C)C(=O)c1ccccc1	-11[16.7 µM]	13	-4	-4	5	.	1	17
CSc1ccc(N/N=C(/C#N)S(=O)(=O)C(C)(C)C)cc1	-6	27	0	1	4	5	.	19
Cc1cc(N2C(=O)C3C4CC(c5ccccc5)C(C4)C3C2=O)no1 (centres undefined)	-11	0	-4	-1	-16	-8	0	3
C[C@H](CO)N1C[C@H](C)[C@@H](CN(C)C(=O)C2CC2)Oc2ncc(-c3ccccc3F)cc2C1=O	7[16.7 µM]	4	-12	-4	3	.	-10	.
CCOC(=O)C1CCN(S(=O)(=O)c2c(C)n(C)c(=O)n(C)c2=O)CC1	-5	-1	0	0	1	-1	-1	-5
CO[C@@H]1CC[C@H]2CCOc3c(C#N)cccc3C(=O)N(C)[C@@H](C)C(=O)N(C)C[C@@H]1O2	.	11	0	3	-6	2	-21	-3
CC(=O)NC(=S)NNC(=O)COc1ccc(Br)cc1	.	-11	.	0	-27	0	.	-26
O=S(=O)(Nc1ccc2ccccc2c1)N1CCCCC1	85	-3	-6	1	-11	.	5	44
O=C(c1ccc2c(c1)OCO2)N1C[C@@H]2[C@H](c3ccccc31)[C@@H](CO)N2Cc1cccnc1	-29[16.7 µM]	-3	7	2	19	4	1	24
CCCCN(C(=O)c1cccc(S(=O)(=O)N(C)c2ccc(C)cc2)c1)c1c(N)n(CCCC)c(=O)[nH]c1=O	.	2	.	0	8	7	.	7
COC(=O)c1ccc(C(=O)NC(=S)Nc2ccc3nc(SC)sc3c2)cc1	.	4	.	0	.	5	.	-13
Cc1ccc(N2C(=O)c3ccc(C(=O)NCCN4CCOCC4)cc3C2=O)cc1	-5	.	-5	-1	24	.	-1	.
O=C(C[C@@H]1CC[C@@H](NS(=O)(=O)c2ccc(F)cc2)[C@H](CO)O1)NCc1ccncn1	.	9	5	1	-4	.	3	-6
C[C@@H]1CN([C@@H](C)CO)C(=O)c2cccc(NC(=O)Nc3ccc(F)cc3)c2O[C@@H]1CN(C)C(=O)Nc1ccccc1	-7[16.7 µM]	11	7	-1	-14	.	-1	.
Cc1c(C(=O)NCCCn2ccnc2)oc2ccccc12	2	12	4	0	-2	2	-1	-14
COc1cc(C(=O)NC2CCCc3ccccc32)cc(OC)c1C (centres undefined)	6	10	.	3	6	-3	0	5
COc1ccc(CCNS(=O)(=O)c2cc3c(cc2C)NC(=O)CO3)cc1OC	3	5	1	1	-2	-4	-1	-5
O=C(C[C@H]1CC[C@@H](NS(=O)(=O)c2ccc(F)cc2)[C@H](CO)O1)NC1CCCCC1	.	0	-6	-2	17	-12	0	12
CC(=O)N(C)C[C@H]1[C@H](c2ccc(-c3cccnc3)cc2)[C@@H](CO)N1C(=O)C1CC1	125*[16.7 µM]	-14	2	2	2	9	64	-22
COc1ccccc1CN1CC(C(=O)NCCN2CCNC2=O)CCC1=O (centres undefined)	-3	.	-12	2	-5	-6	1	-2
COCCCN1C(=O)C(CC(=O)NCc2cccc3ccccc23)CC(C(=O)N(C)C)=C1C (centres undefined)	2	5	9	0	3	-2	-1	1
COc1ccc(C(NC(=O)/C=C/c2ccco2)c2ccc(OC)c(OC)c2)cc1 (centres undefined)	.	11	.	1	2	2	.	-5
C[C@@H]1CN([C@H](C)CO)C(=O)c2cc(NS(=O)(=O)c3ccc(Cl)cc3)ccc2O[C@@H](C)CCCCO[C@H]1CN(C)C(=O)Nc1ccc(F)cc1	-16[16.7 µM]	2	1	-14	20	0	6	67*
COc1ccc(S(=O)(=O)NCc2ccc3c(c2)OCO3)cc1OC	17	-13	.	0	-5	-15	-5	-2
CCCn1c(SCC(=O)Nc2ccc(C(=O)Nc3ccccc3OC)cc2)n[nH]c1=O	-4	-14	-14	2	20	-2	2	20
C[C@H](CO)N1C[C@H](C)[C@H](CN(C)Cc2cccc(F)c2)Oc2cc(C#CC3CC3)ccc2S1(=O)=O	.	13	-19	2	-2	0	56	.
Cc1ccc(C(=O)NC(=C(Cl)Cl)S(=O)(=O)c2ccc(Cl)cc2)cc1	.	15	.	1	20	16	.	-2

Reprinted at random: 2 entries already listed, in no set order.
SMILES	miR122 inh	EWS-Fli inh	PGC1a acetyl inh	Casp6 inh	LGR2 antag	FN deposition inh	Cneo AK release	PAX8 reporter
C[C@@H]1CN([C@H](C)CO)C(=O)c2cc(NS(=O)(=O)c3ccc(Cl)cc3)ccc2O[C@@H](C)CCCCO[C@H]1CN(C)C(=O)Nc1ccc(F)cc1	-16[16.7 µM]	2	1	-14	20	0	6	67*
COc1ccc(S(=O)(=O)NCc2ccc3c(c2)OCO3)cc1OC	17	-13	.	0	-5	-15	-5	-2

Continued.
SMILES	miR122 inh	EWS-Fli inh	PGC1a acetyl inh	Casp6 inh	LGR2 antag	FN deposition inh	Cneo AK release	PAX8 reporter
O=C(CN(C(=O)c1nsc(Cl)c1Cl)c1ccc(F)cc1)NC1CCCC1	0	3	0	-2	-5	-5	-4	7
CN1C(=O)c2cc(NC(=O)c3cccc(Cl)c3)ccc2OC[C@@H]2O[C@H](CC(=O)NC3CCCCC3)CC[C@@H]21	-21[16.7 µM]	15	4	.	2	-3	43	76*
COc1cc(C(=O)Nc2nnc(C(C)(C)C)s2)c([N+](=O)[O-])cc1OC	-1	-11	3	-1	24	-3	-4	11
C[C@@H]1CN([C@@H](C)CO)C(=O)c2cc(NC(=O)Cc3ccccc3)ccc2O[C@H]1CN(C)CC1CCCCC1	-4[16.7 µM]	12	-16	0	-10	-4	2	17
Nc1ccc(NC(=O)NC2CCCCC2)cc1	-1	-1	16	-5	-25	4	-5	-53
COc1ccc(-c2nnc(SCC(=O)Nc3cc(C)on3)o2)cc1	.	-7	-3	1	-22	.	.	-16
O=C(C1CC1)N1[C@@H](CO)[C@@H]2c3ccccc3N(S(=O)(=O)c3ccc(F)cc3)C[C@@H]21	42[16.7 µM]	1	-18	0	21	.	-4	-6
Cc1ccc(/C=C/c2ccc3cccc(O)c3n2)s1	.	3	.	1	-79	3	-7	-128
CCc1cccc(C)c1NC(=S)N(CCN(C)C)C(C)c1cccnc1 (centres undefined)	4	-2	-2	2	-9	1	1	13
O=C(COC(=O)Cc1cccc(F)c1)NC(=O)NC1CCCCC1	-4	-4	-6	-2	-6	-5	1	-18
OCC[C@H]1C[C@@H](O)[C@H](O)[C@]2(CCc3ccccc3O2)O1	2	14	5	.	8	4	11	-43
CCOC(=O)N1CCN(c2cc(=O)n(-c3ccccc3C)c(=O)[nH]2)CC1	2	0	6	0	4	.	-1	-7
NC(Cc1ccc(F)cc1)c1csc(Nc2ccc(S(N)(=O)=O)cc2)n1 (centres undefined)	0	-6	.	6	9	-9	-2	-1
C[C@@H](NC(=O)[C@H]1[C@H](CO)[C@H]2Cn3c(cccc3=O)[C@@H]1N2C(=O)C1CC1)c1ccccc1	-11[16.7 µM]	0	.	3	9	.	8	.
C=CCNC(=O)NC(=O)COC(=O)CCCSc1nc2ccccc2[nH]1	4	.	1	.	.	4	-1	.
Cc1ccc(/C=C2\CCn3c2nc2cc(C(=O)O)ccc2c3=O)c(C)c1	.	1	.	7	16	-3	2	-24
CSc1ccc(COC(=O)c2cc([N+](=O)[O-])ccc2N2CCOCC2)cc1	66	55*	.	0	-33	-29	.	96*
CCC1Cc2[nH]c(=S)[nH]c(=O)c2C(c2ccc(Cl)cc2)O1 (centres undefined)	-4	5	13	2	7	9	5	2
CCCc1nc2ccc(C(=O)OC)cn2c1Cc1ccccc1	4	-4	-19	2	0	-3	5	14
C[C@@H]1CN([C@H](C)CO)C(=O)c2cc(NS(=O)(=O)c3cccs3)ccc2O[C@H]1CN(C)CC1CCCCC1	-7[16.7 µM]	7	.	-2	-1	.	1	1

Molecules listed so far that have an aryl thioether with sulfur outside any ring:
SMILES	miR122 inh	EWS-Fli inh	PGC1a acetyl inh	Casp6 inh	LGR2 antag	FN deposition inh	Cneo AK release	PAX8 reporter
CSc1ccc(N/N=C(/C#N)S(=O)(=O)C(C)(C)C)cc1	-6	27	0	1	4	5	.	19
COC(=O)c1ccc(C(=O)NC(=S)Nc2ccc3nc(SC)sc3c2)cc1	.	4	.	0	.	5	.	-13
CCCn1c(SCC(=O)Nc2ccc(C(=O)Nc3ccccc3OC)cc2)n[nH]c1=O	-4	-14	-14	2	20	-2	2	20
COc1ccc(-c2nnc(SCC(=O)Nc3cc(C)on3)o2)cc1	.	-7	-3	1	-22	.	.	-16
C=CCNC(=O)NC(=O)COC(=O)CCCSc1nc2ccccc2[nH]1	4	.	1	.	.	4	-1	.
CSc1ccc(COC(=O)c2cc([N+](=O)[O-])ccc2N2CCOCC2)cc1	66	55*	.	0	-33	-29	.	96*

Continuation:
SMILES	miR122 inh	EWS-Fli inh	PGC1a acetyl inh	Casp6 inh	LGR2 antag	FN deposition inh	Cneo AK release	PAX8 reporter
C[C@@H]1CN([C@@H](C)CO)C(=O)c2cc(C#CCc3ccccc3)cnc2O[C@@H]1CN(C)C(=O)C1CC1	3[16.7 µM]	-5	38	-1	7	.	-3	.
COc1ccc(S(=O)(=O)N(C)C[C@H]2OCCCC[C@H](C)Oc3ccc(NC(=O)Cc4ccccc4)cc3C(=O)N([C@@H](C)CO)C[C@H]2C)cc1	-1[16.7 µM]	-68	-3	-1	4	2	-3	0
Cn1ccnc1COc1ccc(C=O)cc1	1	3	15	0	-3	-3	8	19
O=C(O)CSc1nc2sc3c(c2c(=O)n1Cc1ccccc1)CCCCC3	15	-49	-3	3	4	-6	-2	-38
CCc1ccc(Nc2n[n+](-c3ccccc3)c(-c3cccc(Cl)c3Cl)s2)cc1	42	14	-3	1	2	-12	-4	32

Screening data deposited in PubChem by Broad Institute.
